Screening data: PubChem BioAssay, several laboratories
bIAP inhibitor – blocks bovine intestinal alkaline phosphatase activity; purified bovine IAP, CDP-star luminescence, 30 min; inhibition, % at 20 µM; 190,000 tested, under 10 active; AID 1019;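 active = over 50% inhibition of intestinal alkaline phosphatase at 20 µM in the single-dose screen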
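test system = bovine IAP enzyme | medium = DEA buffer 100 mM, pH 9.8, with MgCl2 1.0 mM, ZnCl2 0.02 mM | detection = luminescence | dosing = single compound dose of 20 µM, 2% DMSO final | incubation = 30 min reaction at room temperature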
PPARg SRC-2 ag – PPARgamma-driven SRC-2 recruitment agonism; P37231; PPARgamma LBD-SRC-2 recruitment, biochemical; activation, % at 8 µM; 200,000 compounds, 0.34% hits; AID 1032; in the data active = activation above about 22%;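 also: 0% = vehicle and 100% = reference agonist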
L major viab – Leishmania major promastigote growth inhibition; AID 1063; 200,000 compounds, 9% hits; inhibition, % at 10 µM; Leishmania major promastigotes, resazurin fluorescence viability; in the data active = inhibition above about 50%;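 also: promastigotes grown with compound for 44 hours at 28 °C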
DTT redox prof – compounds producing H2O2 with reducing agent – biochemical, NIH compound library profiling, artefact control for MLSCN library redox annotation, primary screen. activation, % at 10 µM. DTT-dependent redox cycling H2O2, phenol red/HRP absorbance; 100% = 100 µM peroxide control, 0% = buffer. AID 878. 200,000 compounds, 0.03% hits;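 active = activation of at least 50% relative to the plate's high and low controls in the primary single-dose screen; inactive = activation below 50%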;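 also: compound incubated with DTT at 0.8 mM final as the reducing agent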
S1P3 antag – S1P3 (human) receptor antagonism; Q99500; CHO S1P3 NFAT-BLA reporter, FRET fluorescence, antagonist mode; inhibition, % at 4.98 µM; 170,000 compounds, 0.27% hits;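 active = inhibition above the plate cutoff, the mean inhibition of test wells on that plate plus 3 SD, cut at about 28% in these data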;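 also: cells challenged with S1P at its EC80 of 0.8 µM; blue over green emission ratio from cleaved BLA substrate after 4 h stimulation; 0% = S1P-stimulated wells and 100% = unstimulated DMSO-only wells; some compounds past the cut are filed as inactive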
Target sequence (Q99500 whole entry, looked up): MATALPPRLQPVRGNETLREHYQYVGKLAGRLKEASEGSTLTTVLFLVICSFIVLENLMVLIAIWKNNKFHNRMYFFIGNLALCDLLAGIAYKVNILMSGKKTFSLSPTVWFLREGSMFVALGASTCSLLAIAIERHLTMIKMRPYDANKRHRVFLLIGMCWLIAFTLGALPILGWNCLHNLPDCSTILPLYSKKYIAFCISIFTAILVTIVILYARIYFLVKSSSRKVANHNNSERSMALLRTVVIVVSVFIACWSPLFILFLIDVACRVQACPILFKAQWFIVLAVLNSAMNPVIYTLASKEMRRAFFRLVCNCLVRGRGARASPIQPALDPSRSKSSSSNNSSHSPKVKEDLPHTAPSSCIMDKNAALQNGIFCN
PPARg SRC3 recr – promotes SRC-3 coactivator recruitment by human PPARgamma. AID 731. activation, % at 8 µM. 200,000 compounds, 0.26% hits. P37231. biochemical PPARgamma/SRC-3 coactivator recruitment assay; in the data active = activation above about 23%;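 also: 0% = DMSO and 100% = reference agonist; some compounds past the cut are filed as inactive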
SRC2 TRFRET art – TR-FRET artefact, counter-screen to PPARgamma/SRC-2 agonist assay. AID 1049. TR-FRET ratio at 8 µM. hits give high values. 200,000 compounds, 0.4% hits; in the data active = TR-FRET ratio above about 2000; also: inactives centre near 1500
ROMK mod – human ROMK K+ channel modulation, primary screen | Tet-inducible ROMK, thallium flux fluorescence; actives lie on both sides | AID 1918 | B-score at 10 µM | 130,000 compounds, 2% hits | P48048;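 active = signal ratio slope over the read window, or its plate-corrected B-score, at least 3 SD from the plate mean, either direction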;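 also: B-score of the F/F0 ratio slope over 7 to 12 s after thallium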
Target sequence (P48048 whole entry, looked up): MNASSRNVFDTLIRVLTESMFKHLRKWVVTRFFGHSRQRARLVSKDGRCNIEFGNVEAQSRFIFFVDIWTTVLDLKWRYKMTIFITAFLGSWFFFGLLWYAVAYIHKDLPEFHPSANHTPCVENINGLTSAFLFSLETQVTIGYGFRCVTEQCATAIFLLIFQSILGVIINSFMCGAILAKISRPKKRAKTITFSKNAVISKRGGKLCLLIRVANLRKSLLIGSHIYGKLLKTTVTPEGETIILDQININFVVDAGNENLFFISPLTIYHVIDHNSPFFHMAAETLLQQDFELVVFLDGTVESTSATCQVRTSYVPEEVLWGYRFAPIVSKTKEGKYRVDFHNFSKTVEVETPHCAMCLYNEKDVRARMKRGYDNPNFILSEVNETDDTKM
HMGR II inh – E. faecalis class II HMG-CoA reductase inhibition; purified E. faecalis HMGR, NADPH absorbance 340 nm kinetic; inhibition, % at 10 µM; 190,000 compounds, 0.41% hits;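 active = inhibition above a set limit, the median over all tested compounds plus 3 SD, cut at about 9.5% in these data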;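 also: enzyme runs in reverse so mevalonate oxidation gives rising NADPH absorbance; 0% = complete reaction with DMSO and 100% = background rate lacking mevalonate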
RAM network inh – inhibitors of the yeast RAM network | S. cerevisiae dse1pr::URA3 reporter, 5-FOA growth OD615, 2 d; analog-sensitive cbk1-as2 kinase mutant strain | inhibition, % at 50 µM | 190,000 compounds, 1.8% hits;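 active = inhibition above a set limit, 3 SD over mean compound inhibition, cut at about 8.4% in these data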;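 also: 0% = DMSO-only wells with no growth and 100% = 10 µM 1-NA-PP1 full growth; inhibition rescues growth on 5-FOA so higher OD means more RAM inhibition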
PPARg SRC-1 ag – promotes SRC-1 coactivator recruitment by human PPARgamma. PPARgamma-SRC-1 coactivator recruitment biochemical assay. activation, % at 8 µM. 200,000 compounds, 0.41% hits. AID 631; in the data active = activation above about 19%;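 also: 0% = DMSO and 100% = reference agonist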
Numbers without * were called inactive; . = no result given; & = joins results of further samples.

#1 CC(C)(C)c1cc(C(c2cccnc2)N2CCN(CCO)CC2)cc(C(C)(C)C)c1O (centres undefined)
#2 CC(OC(=O)CCc1nc(=O)c2ccccc2n1C)C(=O)NCc1ccc2c(c1)OCO2 (centres undefined)
#3 CCOC(=O)C1=C(C)NC(=S)NC1c1ccsc1 (centres undefined)
#4 CC1CCc2nc(N)c(C#N)c(-c3cccn3C)c2C1 (centres undefined)
#5 CCOc1ccc(-c2csc(/C(C#N)=C\c3ccc(O)c([N+](=O)[O-])c3)n2)cc1
#6 FC(F)(F)c1nnc2ccc(Sc3ccccn3)nn12
#7 CCOC(=O)C(Cc1ccccc1)C(=O)Nc1ccc(N(CC)CC)cc1 (centres undefined)
#8 COc1ccc(/C=N\NC(=O)c2sc(N)nc2C)cc1OC
#9 O=C1c2ccccc2-c2onc3ccc(N4CCCC4)c1c23
#10 COc1ccc(Br)cc1CNC(=O)CCc1nc(-c2ccc(C)cc2)no1
compound no.	1	2	3	4	5	6	7	8	9	10
bIAP inhibitor	9	-9	11	4	-1	8	6	6	16	13
PPARg SRC-2 ag	3	2	4	8	-1	1	4	0	6	-6
L major viab	100*	-4	-1	5	-3	-7	7	1	45	-1
DTT redox prof	0.5	-0.5	0.0	0.6	0.4	-0.6	-0.3	2.3	0.2	3.6
S1P3 antag	12	-10	-14	-11	0	1	4	.	-6	7
PPARg SRC3 recr	-7	0	-3	4	2	4	4	-7	9	2
SRC2 TRFRET art	1589	1677	1476	1701	1656	1487	1797	1570	1540	1403
ROMK mod	-2	0.32	.	-0.21	0.59	0.34	-0.29	.	-5.6*	.
HMGR II inh	2	2	6	0	-1	-2	-5	-4	2	-9
RAM network inh	-1.5	1.6	0.1	1.0	2.5	1.4	1.1	0.8	7.6	7.7
PPARg SRC-1 ag	-2	1	0	9	4	-6	10	1	7	-5

An excerpt of these results, with values under each structure:
Each structure is followed by: bIAP inhibitor	PPARg SRC-2 ag	L major viab	DTT redox prof	S1P3 antag	PPARg SRC3 recr	SRC2 TRFRET art	ROMK mod	HMGR II inh	RAM network inh	PPARg SRC-1 ag
3: CCOC(=O)C1=C(C)NC(=S)NC1c1ccsc1 (centres undefined)
→ 11	4	-1	0.0	-14	-3	1476	.	6	0.1	0
1: CC(C)(C)c1cc(C(c2cccnc2)N2CCN(CCO)CC2)cc(C(C)(C)C)c1O (centres undefined)
→ 9	3	100*	0.5	12	-7	1589	-2	2	-1.5	-2

Returning to the listing with the 3 entries that preceded the break.
#8 COc1ccc(/C=N\NC(=O)c2sc(N)nc2C)cc1OC
#9 O=C1c2ccccc2-c2onc3ccc(N4CCCC4)c1c23
#10 COc1ccc(Br)cc1CNC(=O)CCc1nc(-c2ccc(C)cc2)no1
#11 CCn1c(SCC(=O)N2CC(=O)Nc3ccccc32)nnc1-c1ccoc1C
#12 CCOC(=O)C1CCCN(CCC(C)c2ccccc2)C1 (centres undefined)
#13 CC(C)n1c(SCC(=O)Nc2nc3c(s2)CCCC3)nc2c1c(=O)n(C)c(=O)n2C
#14 COc1ccc2[nH]c3c(=S)nc[nH]c3c2c1
#15 COc1ccccc1C(=O)NCC1CCN(c2ccc(S(=O)(=O)N3CCOCC3)cc2)CC1
#16 CCn1nnnc1SCC(=O)N1CCCc2ccccc21
#17 Cn1cnnc1Sc1ccc(C(=O)NCCC(c2ccccc2)c2ccccc2)cc1[N+](=O)[O-]
#18 O=C(Cc1ccc2c(c1)CCCC2)Nc1ccc2ccccc2c1
#19 Nc1nc2nccc(-c3cccnc3)n2n1
#20 Cc1cc(C)nc(SCc2ccc(C(=O)N/N=C3\CCCC(=O)C3)cc2)n1
compound no.	8	9	10	11	12	13	14	15	16	17	18	19	20
bIAP inhibitor	6	16	13	-3	-1	5	2	-15	-1	6	-13	-5	-4
PPARg SRC-2 ag	0	6	-6	6	4	16	34*	6	1	2	-8	4	-7
L major viab	1	45	-1	-7	78*	21	-1	100*	-2	11	-4	-5	-1
DTT redox prof	2.3	0.2	3.6	2.3	0.7	-0.4	-0.6	0.8	-0.1	0.4	2.9	-1.0	0.0
S1P3 antag	.	-6	7	5	14	.	10	.	.	-5	8	-19	-4
PPARg SRC3 recr	-7	9	2	-3	5	0	23*	3	13	0	-3	3	-3
SRC2 TRFRET art	1570	1540	1403	1551	1786	1635	2492*	1684	1573	1380	1573	1535	1329
ROMK mod	.	-5.6*	.	0.53	.	.	0.38	0.79	.	-0.38	.	1.3	0.074
HMGR II inh	-4	2	-9	2	-1	3	0	-6	8	-3	4	-2	3
RAM network inh	0.8	7.6	7.7	1.6	0.9	0.7	4.1	0.0	-1.1	4.7	5.1	1.5	1.1
PPARg SRC-1 ag	1	7	-5	4	6	2	26*	3	-2	-7	0	6	-3

#21 CN(C)C(=O)N1CCC(C(=O)NCc2cccs2)CC1
#22 Cc1cc([N+](=O)[O-])nn1Cc1ccc(F)cc1
#23 CC(C)(C)C(=O)NC(NC(=S)Nc1ccc(S(N)(=O)=O)cc1)C(Cl)(Cl)Cl (centres undefined)
#24 O=C(C1=C(O)C(=O)N(CCc2ccccc2)C1c1ccncc1)c1cc2ccccc2o1 (centres undefined)
#25 S=c1[nH]nc(Cc2cccs2)n1-c1cccc2ccccc12
#26 Cc1c(NC(=O)c2ccccc2)c(=O)n(-c2ccccc2)n1C
#27 O=C(NCc1ccco1)c1ccc(CS(=O)(=O)Cc2ccc(Cl)cc2)o1
#28 Cc1cccc(-c2nc3ccccc3c(=O)n2NC(=O)c2cccnc2Cl)c1
#29 COc1cccc(-c2nn(-c3ccccc3)cc2CNC(C)Cn2cncn2)c1 (centres undefined)
#30 CN1/C(=C\C(=O)c2cccnc2Cl)C(C)(C)c2ccccc21
compound no.	21	22	23	24	25	26	27	28	29	30
bIAP inhibitor	10	-1	8	9	-3	-5	5	-8	-23	44
PPARg SRC-2 ag	-7	2	-5	25*	10	0	-4	-9	6	13
L major viab	-6	10	2	-8	-12	-1	-1	47	6	55*
DTT redox prof	0.4	0.6	0.7	-1.9	0.1	0.5	0.5	0.1	-1.4	0.0
S1P3 antag	3	-14	-10	4	-10	.	-12	-1	2	3
PPARg SRC3 recr	3	2	0	10	1	0	-13	7	1	3
SRC2 TRFRET art	1724	1408	1388	2092*	1611	1394	1568	1719	1705	1538
ROMK mod	0.87	-0.69	.	0.04	0	.	-1.1	0.3	-1.3	0.17
HMGR II inh	-7	-8	0	-9	-5	-2	-4	0	4	-5
RAM network inh	0.1	-0.2	-0.1	1.3	5.4	0.0	1.7	4.8	-0.1	0.1
PPARg SRC-1 ag	-14	4	3	21*	6	1	0	4	9	2

#31 Cc1cc(NC(=O)NC2CC(=O)N(c3ccc4c(c3)OCCO4)C2)no1 (centres undefined)
#32 CCn1nnnc1SCC(=O)Nc1ccc2c(c1)OCO2
#33 C=CCn1c[n+](CC(=O)c2ccc(Br)s2)c2ccccc21
#34 Cc1ccc(NC(=O)/C(=C/c2ccco2)c2ccccc2)c(C)c1
#35 O=C(Nc1ccc2c(c1)OCCO2)c1cccc(S(=O)(=O)N2CCCCC2)c1
#36 Cc1nnc(Oc2ccccc2F)c2ccccc12
#37 CCn1c(SCC(=O)Nc2cc(C)on2)nc2c(c1=O)SC(C)C2 (centres undefined)
#38 O=C1c2ccccc2-c2ncnc3c(N4CCOCC4)cc(N4CCOCC4)c1c23
#39 COc1cc(CN2CCN(C(=O)CC(C)C)CC2)cc(OC)c1OC
#40 CN(Cc1ccccc1)CC(O)COc1ccc(CNCc2ccc(Cl)s2)cc1 (centres undefined)
compound no.	31	32	33	34	35	36	37	38	39	40
bIAP inhibitor	-3	10	6	9	18	-1	5	31	1	1
PPARg SRC-2 ag	5	10	4	2	-5	-1	1	2	1	-7
L major viab	-5	-2	3	48	6	-10	5	6	-5	98*
DTT redox prof	-0.7	0.8	-0.7	0.2	0.1	2.3	0.8	-1.9	3.0	-0.6
S1P3 antag	-19	.	-7	.	.	-29	-16	24	6	-5
PPARg SRC3 recr	5	-2	-1	3	-3	-7	2	4	-8	-2
SRC2 TRFRET art	1596	1603	1474	1432	1424	1436	1631	1625	1414	1507
ROMK mod	0.73	0.73	.	-0.66	-0.013	.	.	.	.	0.24
HMGR II inh	-1	-3	3	0	-2	-2	-7	-1	-5	-1
RAM network inh	1.6	0.2	1.9	2.5	2.2	-0.3	0.9	-1.4	0.8	1.6
PPARg SRC-1 ag	0	0	-4	3	7	3	-4	3	0	-3

#41 O=C(Nc1nc2ccccc2[nH]1)c1ccccc1
#42 CCOC(=O)NC1CCS(=O)(=O)C1 (centres undefined)
#43 Cc1ccc(CSc2nnc(-c3cccnc3)n2N)cc1
#44 CCOC(=O)C1CCCN(C(=O)CN2C(=O)C(CC)Oc3ccc(C)cc32)C1 (centres undefined)
#45 CC(=O)OC1COC(n2ccc3ccccc32)C(OC(C)=O)C1OC(C)=O (centres undefined)
#46 O=C(CN1C(=O)NC2(CCCCCCC2)C1=O)N1CCOCC1
#47 COc1ccc(NS(=O)(=O)c2ccc(NC(=O)C(C)(C(F)(F)F)C(F)(F)F)cc2)nn1
#48 CN(C1CCCCC1)S(=O)(=O)c1ccc(NC(=O)CCC(=O)O)cc1
#49 CCCCCC(=O)Nc1ccc(Cl)cn1
#50 CCOc1cc(NC(=S)NCCCN2CCOCC2)c(OCC)cc1NC(=O)c1ccc(OC)cc1
#51 O=C(c1c(F)cccc1F)N(Cc1ccccn1)C1CCCC1
#52 CC(N)C12CC3CC(CC(C3)C1)C2 (centres undefined)
compound no.	41	42	43	44	45	46	47	48	49	50	51	52
bIAP inhibitor	-21	7	-1	-3	-5	1	-1	-14	-2	-2	9	-14
PPARg SRC-2 ag	12	-3	-1	6	3	-3	13	2	0	4	1	-2
L major viab	32	-9	0	15	-3	-6	-4	-4	-3	4	4	6
DTT redox prof	0.0	3.0	1.9	0.3	1.4	1.4	-0.1	1.0	1.8	-0.4	2.8	0.0
S1P3 antag	.	-8	.	-8	2	17	-3	-16	10	-3	-13	6&-3
PPARg SRC3 recr	3	6	1	-1	7	1	6	-5	-3	1	-2	-1
SRC2 TRFRET art	1715	1464	1550	1534	1626	1428	1611	1426	1376	1546	1556	1579
ROMK mod	1.2	-0.1	.	0.27	.	.	-0.43	-0.16	0	1.5	.	-1.3
HMGR II inh	-1	-7	-3	0	-2	-1	1	-4	.	1	-5	0
RAM network inh	0.0	0.7	0.3	0.0	0.1	-0.1	3.3	-0.9	1.8	-0.8	1.9	1.4
PPARg SRC-1 ag	2	7	-4	0	4	8	-4	1	-1	-2	1	2
